# Screens as filed in PubChem.
# PERK inhibitor: human PERK inhibition, primary cell-based screen; Q9NZJ5; CHO PERK-DD fusion, SEAP luminescence translation reporter; inhibition, % at 5.6 µM; 220,000 compounds, 0.17% hits; AID 1416;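 active = inhibition above the mean inhibition of all tested compounds plus 3 SD, set separately per screening campaign, cut at about 2.9% in these data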;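 note: PERK kinase domain activated by AP20187 dimerizer at 100 nM; 0% = DMSO with dimerizer and 100% = rapamycin at 8.4 µM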
# Target sequence (Q9NZJ5 whole entry, looked up, the tested form may be a part): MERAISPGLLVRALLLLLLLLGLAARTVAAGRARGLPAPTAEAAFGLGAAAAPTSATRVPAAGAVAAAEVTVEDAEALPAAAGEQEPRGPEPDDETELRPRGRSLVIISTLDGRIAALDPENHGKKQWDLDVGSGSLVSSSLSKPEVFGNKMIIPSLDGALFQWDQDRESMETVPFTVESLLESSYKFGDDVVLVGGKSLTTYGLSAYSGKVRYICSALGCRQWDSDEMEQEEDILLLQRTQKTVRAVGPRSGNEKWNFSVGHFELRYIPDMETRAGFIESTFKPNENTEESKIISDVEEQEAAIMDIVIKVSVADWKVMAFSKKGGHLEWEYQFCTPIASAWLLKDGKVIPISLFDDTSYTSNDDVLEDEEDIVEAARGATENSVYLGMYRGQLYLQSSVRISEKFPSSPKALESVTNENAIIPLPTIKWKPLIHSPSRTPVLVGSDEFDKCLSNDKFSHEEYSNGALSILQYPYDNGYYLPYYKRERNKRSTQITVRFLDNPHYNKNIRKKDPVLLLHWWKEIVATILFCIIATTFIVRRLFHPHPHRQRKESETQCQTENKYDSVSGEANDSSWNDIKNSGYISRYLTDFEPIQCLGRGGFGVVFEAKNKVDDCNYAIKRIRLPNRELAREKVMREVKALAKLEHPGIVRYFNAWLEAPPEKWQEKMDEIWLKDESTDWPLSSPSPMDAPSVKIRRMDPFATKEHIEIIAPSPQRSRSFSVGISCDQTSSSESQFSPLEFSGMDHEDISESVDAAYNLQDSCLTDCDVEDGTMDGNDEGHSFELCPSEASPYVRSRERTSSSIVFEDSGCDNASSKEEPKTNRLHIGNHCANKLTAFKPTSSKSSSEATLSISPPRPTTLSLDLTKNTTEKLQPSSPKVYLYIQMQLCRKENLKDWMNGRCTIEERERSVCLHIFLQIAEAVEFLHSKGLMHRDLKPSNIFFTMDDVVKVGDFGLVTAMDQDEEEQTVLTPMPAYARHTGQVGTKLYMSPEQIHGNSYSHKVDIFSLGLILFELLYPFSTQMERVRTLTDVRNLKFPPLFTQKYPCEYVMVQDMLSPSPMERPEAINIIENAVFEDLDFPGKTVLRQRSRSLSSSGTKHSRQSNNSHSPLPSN
# Ba/F3 V617F tox: lowers viability of Ba/F3 cells expressing EpoR and JAK2V617F; ATP luminescence; inhibition, % at 5.6 µM; 220,000 compounds, 1.1% hits; AID 1446;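 active = inhibition above the campaign mean plus 3 SD over all tested compounds, cut at about 24% in these data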;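 note: cytokine-independent growth of Ba/F3 cells driven by EpoR plus mutant JAK2; 0% = DMSO-treated cells and 100% = JAK inhibitor I control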
# TRPML3 agonist: agonists of human TRPML3 channel; Q8TDD5; HEK293 TRPML3-YFP, Fluo-8 calcium fluorescence; 100% = the carbachol control signal; activation, % at 3 µM; 220,000 compounds, 0.29% hits; AID 1448;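 active = activation above its plate's cutoff, the mean activation of the plate's test wells plus 3 SD, cut at about 12% in these data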;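 note: 0% = DMSO only wells and 100% = carbachol wells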
#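 Test system: HEK293 cells stably carrying human TRPML3-YFP; Doses: single dose, 3 µM final nominal compound, 0.3% DMSO final; Schedule: dye loading 1 h 37 °C then 30 min ambient, 125 s read; Technique: Fluo-8 calcium fluorescence; Benchmarks: high control carbachol 87 µM, low control DMSO.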
# EP2 modulator: modulators of human EP2 prostaglandin E2 receptor. 260,000 compounds, 0.83% hits. EP2-expressing cells, cAMP HTRF FRET, PGE2 co-stimulation. induction, % at 25 µM. AID 940;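 active = compounds whose cAMP rise, as percent of the full-agonist control response, exceeds 60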;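 note: rat C6 glioma line stably carrying human EP2 under a CMV promoter; the protocol text gives 20 µM as final concentration; 100% = response of wells given 1 µM PGE2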
# S1P4 agonist: agonists of human S1P4 receptor; AID 1509; O95977; S1P4-expressing cell line, agonist reporter assay; activation, % at 4.98 µM; 220,000 compounds, 0.35% hits; in the data active = activation above about 11%;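 note: 0% = DMSO vehicle and 100% = reference agonist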
# zfTRPN1 agonist: activates the zebrafish TRPN1 channel; HEK293 zebrafish TRPN1-YFP, Fluo-8 calcium fluorescence; 100% = response to 87 µM carbachol; activation, % at 3 µM; 220,000 compounds, 0.18% hits; AID 1424;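 active = activation above its plate's cutoff, the mean activation of test wells on that plate plus 3 SD, cut at about 19% in these data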;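 note: 0% = DMSO alone and 100% = 87 µM carbachol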
#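 Material: zebrafish TRPN1-YFP in HEK293 cells. Doses: one dose of 3 µM, 0.3% DMSO. Incubation: dye 1 h 37 °C plus 30 min RT. Measured by: intracellular calcium fluorescence with Fluo-8.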
# S1P4 antag: blocks the human S1P4 receptor. O95977. S1P4-expressing cells, antagonist mode, reporter read-out. inhibition, % at 4.98 µM. 220,000 compounds, 0.26% hits. AID 1510; in the data active = inhibition above about 29%;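 note: 0% = wells stimulated with agonist and 100% = vehicle wells without agonist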
# Calpain2 inh: blocks pig calpain II enzyme activity | purified calpain II, fluorogenic peptide substrate, 30 min | 220,000 compounds, 0.37% hits | inhibition, % at 16 µM;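 active = inhibition above about 50%, limit read from the data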
# BaF3 parental: counter-screen for JAK2V617F inhibitors: parental Ba/F3 viability inhibitors. CellTiter-Glo ATP luminescence. inhibition, % at 5.6 µM. 220,000 compounds, 1.1% hits. AID 1486;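 active = inhibition above a per-campaign cutoff, the mean inhibition of all tested compounds plus 3 SD, cut at about 27% in these data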;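 note: 0% = DMSO wells and 100% = JAK Inhibitor I control wells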
# Numbers without * were called inactive; . = not tested or not shown; & = joins results of further samples.
SMILES,PERK inhibitor,Ba/F3 V617F tox,TRPML3 agonist,EP2 modulator,S1P4 agonist,zfTRPN1 agonist,S1P4 antag,Calpain2 inh,BaF3 parental
Cc1cc(N)nc(C)c1C#N,0.4,-4,0.9,21,0.9,0.8,1,-2,5
C=CCNc1nc(NCCN2CCOCC2)nc(OC)n1,1.8,-2,1.1,17,2.2,2.0,-22,-27,5
CCc1cccc(C)c1NC(=O)CN1C(=O)c2ccccc2S1(=O)=O,1.2,-3,0.5,1&-8,-2.7,0.9,-20,-7,9
Cc1ccc(NC(=O)c2cc(-n3cnnc3)ccc2Cl)c(C)c1,0.0,0,0.6,1,-4.1,-0.6,-11,2,8
Cc1ccc(Oc2ccc(C(=O)NCc3ccncc3)cc2)cc1,0.8,-1,4.3,-35,-0.5,7.9,-4,50*,0
Nc1ccc(S(N)(=O)=O)cc1N,-0.1,3,0.6,-21,0.6,3.2,-5,7,7
Cc1nnc(SCC(=O)N2CCN(S(=O)(=O)c3ccccc3)CC2)n1Cc1ccccc1,0.0,2,-1.0,5,-1.5,0.5,-3,21,2
O=C(O)C1CC=CCC1C(=O)Nc1ccc(N2CCN(Cc3ccccc3)CC2)cc1 (stereo not given),0.3,3,0.4,25,-0.3,0.7,-24,20,7
O=C(CSc1ccc(-c2ccccn2)nn1)c1ccccc1,0.3,0,0.6,-46,-0.1,0.3,21,30,0
COc1ccc(C)cc1S(=O)(=O)N1CCC(C(=O)NCCc2ccccc2)CC1,-0.2,-3,0.2,-13,-0.9,1.3,-7,4,5
COc1ccccc1N1CCN(CC(=O)c2c(C)[nH]c3ccccc23)CC1,0.5,1,0.5,-13,3.3,0.5,-3,8,3
O=C(CN1C(=O)c2cccc3cccc1c23)Nc1ccccc1C(=O)NCc1ccco1,-0.6,0,5.9,-25&-7,-3.4,4.9,-6,-61,0
COC(=O)c1ccccc1NC(=O)NC1CCCCC1,-0.5,0,-0.4,-10,0.7,-3.1,0,-24,-2
NC(=O)c1ccc(NC(=S)NCc2ccco2)cc1,-0.1,4,-0.2,-24,2.5,-0.2,5,-16,7
CCS(=O)(=O)Nc1cccc(-c2ccc3nnc(C)n3n2)c1,1.0,-1,0.5,4,-0.3,-0.2,-2,-9,8
Cc1ccc(Cn2ncc3c(N4CCN(Cc5ccc(Cl)cc5)CC4)ncnc32)cc1,0.0,1,2.1,-15,0.9,2.1,-9,33,2
Cc1ccc(/C=C(\NC(=O)c2ccccc2)C(=O)OCc2ccccc2)cc1,-0.1,1,-0.8,29,-1.5,0.6,-1,6,5
Cc1nn(-c2ccccc2)c2sc(C(=O)N3CCc4ccccc4C3)cc12,-0.8,-4,0.6,11,-2.3,1.6,8,-27,2
O=[N+]([O-])c1cccc(-c2ccn[nH]2)c1,0.2,-5,0.5,-21,0.4,0.2,19,11,-3
CC1(C)CN=C(N(Cc2ccccc2)C(=O)Nc2ccccc2)S1,-0.2,-1,0.9,41,0.9,-0.6,11,9,2
CCC(C)NC(=O)CCc1nc2ccccc2n1-c1ccccc1 (stereo not given),0.3,5,-1.0,18,-1.1,1.1,-15,21,-2
CCCC(=O)Nc1cc(C(=O)O)ccc1S(=O)(=O)c1ccc(C)cc1,-0.6,3,0.6,31,1.0,-0.8,4,6,7
Cc1ccccc1NC(=O)c1ccc(NC(=O)c2ccco2)cc1,-0.1,-5,0.1,-4,0.9,1.1,-12,-19,1
O=C(C1=C[C@@H](C2CC2)C[C@@H](OCc2ccc(CO)cc2)O1)N1CCN(Cc2ccccc2)CC1,1.1,1,-0.3,4,-0.9,-1.3,-14,-12,-6
Cc1cc(C)c2c(C)nn(-c3ccccc3)c2n1,0.6,1,1.0,36,3.9,-0.6,-9,-195,9
COCC(C)NC(C(=O)Nc1ccc(Cl)c([N+](=O)[O-])c1)c1ccccc1 (stereo not given),-0.4,-1,0.8,11,0.5,0.0,-3,-2,6
COc1cccc(C2(O)CCN(C(=O)Cc3cccnc3)CC2)c1,0.4,-3,0.0,3,-0.2,-0.2,8,9,4
CC(NC(=O)C(C)(C)C)c1nc2ccccc2n1C (stereo not given),-0.5,-1,0.6,10,-0.9,0.8,-12,-9,8
O=C(NC(=S)N1CCCc2ccccc21)c1ccccc1,2.3,-2,-0.1,15,-2.1,1.0,-1,10,5
COC(=O)c1c(NC(=O)Cc2cccs2)sc(C(=O)NC2CCCCC2)c1C,-0.3,-2,1.1,-32,-0.5,0.4,1,.,2
Cc1[nH]c(=O)[nH]c(=O)c1S(=O)(=O)N1CCCC1,0.8,-3,0.9,15,0.5,0.9,-23,-36,3
Cc1nnc(NC(=O)CSc2nc3c(c(=O)n2C)SC(C)C3)s1 (stereo not given),0.1,-1,0.0,-9,6.2,-0.2,-12,-6,3
O=C1OC(/C(=C\Nc2ccccc2)[N+](=O)[O-])c2ccccc21 (stereo not given),1.5,-4,0.6,-23,-2.1,0.6,5,-8,-8
O=C1OCC/C1=C\c1ccc2c(c1)OCO2,0.7,4,-0.2,-7,0.0,-0.7,2,9,0
CCOc1ccc(-c2ccc(SCC(=O)N3CCN(c4ccccc4)CC3)nn2)cc1,1.1,3,0.7,23,-1.5,0.9,-7,23,8
O=C(NCCCn1ccnc1)c1cccc(S(=O)(=O)Nc2ccccc2F)c1,1.5,2,-0.1,10,-1.7,0.1,5,15,7
OCCNc1cc(-n2nc(-c3ccccc3)cc2-c2ccccc2)ncn1,-1.2,5,0.5,-66,-0.3,-0.5,4,-3,2
NS(=O)(=O)c1ccc(-n2nc(C(=O)O)cc2-c2ccc(Cl)cc2)cc1,-0.1,0,0.6,5,4.0,-0.6,-20,22,3
COc1ccc(CNc2ccc3c(c2)CCC3)cc1OC,-0.5,2,0.8,6,-1.4,0.0,-1,7,9
O=C(Nc1ccccc1)c1ccc(OC(=O)c2cc3ccccc3o2)cc1,1.0,-4,0.9,19,0.8,-0.2,-15,10,1
CC1(C)NC(=O)N(CC(=O)Nc2cc(S(=O)(=O)N3CCOCC3)ccc2N2CCOCC2)C1=O,1.0,-5,-0.5,-2,-1.3,-1.1,10,3,1
CCOC(O)[C@H]1N[C@@H](c2ccc(Cl)cc2)[C@@H]([N+](=O)[O-])[C@@H]1c1ccccc1 (stereo not given in full),0.5,-3,0.2,41,0.4,-0.3,5,13,2
CC(C)(C)S(=O)(=O)/C(C#N)=N/Nc1ccc(S(C)(=O)=O)cc1,-0.5,2,0.4,9,0.8,0.3,-9,41,4
CCOC(=O)C(C)/C(C)=N/NC(N)=S (stereo not given),0.7,1,0.9,-13,0.8,0.9,3,1,8
Cc1ccc2c(C)nc(/N=C(\N)NC(=O)N3c4ccccc4Sc4ccccc43)nc2c1,-0.8,-2,0.4,2,1.8,0.2,-10,-55,1

# Next section; the last 2 above are carried over.
SMILES,PERK inhibitor,Ba/F3 V617F tox,TRPML3 agonist,EP2 modulator,S1P4 agonist,zfTRPN1 agonist,S1P4 antag,Calpain2 inh,BaF3 parental
CCOC(=O)C(C)/C(C)=N/NC(N)=S (stereo not given),0.7,1,0.9,-13,0.8,0.9,3,1,8
Cc1ccc2c(C)nc(/N=C(\N)NC(=O)N3c4ccccc4Sc4ccccc43)nc2c1,-0.8,-2,0.4,2,1.8,0.2,-10,-55,1
COC(=O)c1ccc(OC(=O)c2ccc(OC)c(OC)c2)c(OC)c1,0.0,1,1.2,9,-1.0,1.4,0,1,7
Cc1ccc(S(=O)(=O)NCc2ccncc2)c(C)c1C,-0.5,55*,5.4,-29&-39,-0.1,8.1,-21,-23,84*
Cc1cccc(NCC(=O)N/N=C\c2ccccn2)c1,1.6,-2,0.2,20,1.9,2.1,-9,-31,4
O=C(C1CCCN1C(=O)c1cccs1)N1CCc2ccccc21 (stereo not given),0.2,-2,-0.3,20,-0.6,-1.6,9,-34,-2
CC(C)(C)c1cc(/C=N/NC(=O)Cc2nc3ccccc3[nH]2)cc(C(C)(C)C)c1O,-0.3,-1,-0.2,11,3.5,0.0,-12,-67,3
CCOC(=O)c1sc(-c2ccccc2)cc1NC(=O)Nc1ccc([N+](=O)[O-])cc1,0.3,1,0.8,21,-0.5,3.6,1,-16,5
Cc1c(-c2ccccc2)nc2ccccc2c1C(=O)OCC(=O)Nc1ncc(C(F)(F)F)cc1Cl,0.1,-2,0.4,-18,-1.4,-0.6,-5,-14,0
Cc1cc(C)n(CC(O)CN(c2cccc([N+](=O)[O-])c2)S(=O)(=O)c2ccccc2)n1 (stereo not given),-0.1,6,-1.1,3,-0.7,-0.2,0,18,11
O=S(=O)(Nc1ccc(-c2cn3ccccc3n2)cc1)c1ccccc1,-1.0,3,0.3,-15,1.0,2.6,-12,-42,2
Cn1cc([C@@H]2C[C@H]3CN(Cc4cccc(Cl)c4)C(=O)[C@]34CCCN24)c(-c2ccccc2)n1,0.3,0,-0.4,-11,-2.5,-1.9,15,23,1
Cc1sc2nc(COC(=O)c3c(F)cccc3F)[nH]c(=O)c2c1C,0.2,-2,-0.2,-28,-0.2,0.0,16,-27,6
O=c1c2c3n(c(=O)nc2[nH]n1-c1ccccc1)CCCCC3,1.1,-5,-1.1,8,-1.7,-0.9,-2,4,1
NCCCCCc1nnc(SCC(N)=O)o1,2.1,3,0.1,5,-0.8,-0.9,-8,-16,7
CC(C)c1ccc(C(=O)CC2(O)C(=O)N(CN3CCOCC3)c3ccccc32)cc1 (stereo not given),-0.6,-4,-0.8,1,-1.3,-0.9,-4,-14,-4
COc1ccc(OC)c(-c2nc(CN(C)C(C)c3ccncn3)c(C)o2)c1 (stereo not given),0.4,2,-0.4,-33,0.4,-2.3,-15,0,4
Cc1ccc(CN2C(=O)c3ccccc3C2C(=O)NCc2cccnc2)cc1 (stereo not given),0.0,-2,-0.8,8,0.2,0.3,-2,-33,5
O=C(NCc1nc2ccccc2[nH]1)C1=C[C@@H](c2ccc(Br)cc2)C[C@@H](OCCCCO)O1,0.4,0,0.5,-38,-0.7,2.1,-7,33,1

# In the list so far, 7 contain an aryl methoxy group:
SMILES,PERK inhibitor,Ba/F3 V617F tox,TRPML3 agonist,EP2 modulator,S1P4 agonist,zfTRPN1 agonist,S1P4 antag,Calpain2 inh,BaF3 parental
C=CCNc1nc(NCCN2CCOCC2)nc(OC)n1,1.8,-2,1.1,17,2.2,2.0,-22,-27,5
COc1ccc(C)cc1S(=O)(=O)N1CCC(C(=O)NCCc2ccccc2)CC1,-0.2,-3,0.2,-13,-0.9,1.3,-7,4,5
COc1ccccc1N1CCN(CC(=O)c2c(C)[nH]c3ccccc23)CC1,0.5,1,0.5,-13,3.3,0.5,-3,8,3
COc1cccc(C2(O)CCN(C(=O)Cc3cccnc3)CC2)c1,0.4,-3,0.0,3,-0.2,-0.2,8,9,4
COc1ccc(CNc2ccc3c(c2)CCC3)cc1OC,-0.5,2,0.8,6,-1.4,0.0,-1,7,9
COC(=O)c1ccc(OC(=O)c2ccc(OC)c(OC)c2)c(OC)c1,0.0,1,1.2,9,-1.0,1.4,0,1,7
COc1ccc(OC)c(-c2nc(CN(C)C(C)c3ccncn3)c(C)o2)c1 (stereo not given),0.4,2,-0.4,-33,0.4,-2.3,-15,0,4
